IL2 activator – IL-2 activation; IL-2 activation reporter assay, cell-based qHTS; stimulated with anti-CD3/CD4/CD28 beads; in transgenic mouse T cells; activation, % (series mostly up to about 46 µM); hit rate 0.065% among 360,000; AID 652025; in the data active = activation above about 50%; inconclusive = mostly about 30% to 49%; also: 0% is about no effect
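Screening format: compound pinned onto unstimulated transgenic mouse T cells, 60 min incubation, then anti-CD3/anti-CD4/anti-CD28 bead stimulation for 18 hours at 37 degrees C, followed by EGFP and DsRed detection.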
EPAC1 ag – EPAC1 (human) agonism; O95398; EPAC1 agonist qHTS, biochemical assay; response scale: 100% = response to 6.5 mM cAMP; Potency, µM (series often up to 154 µM), for inactives: at the highest dose activation, usual class: activators; hit rate 0.073% among 360,000; AID 720707; also: potency is read from the fitted curve at half-maximal effect; nearly all actives have a fitted effect of over 60% in size
Target sequence (O95398 whole entry, looked up): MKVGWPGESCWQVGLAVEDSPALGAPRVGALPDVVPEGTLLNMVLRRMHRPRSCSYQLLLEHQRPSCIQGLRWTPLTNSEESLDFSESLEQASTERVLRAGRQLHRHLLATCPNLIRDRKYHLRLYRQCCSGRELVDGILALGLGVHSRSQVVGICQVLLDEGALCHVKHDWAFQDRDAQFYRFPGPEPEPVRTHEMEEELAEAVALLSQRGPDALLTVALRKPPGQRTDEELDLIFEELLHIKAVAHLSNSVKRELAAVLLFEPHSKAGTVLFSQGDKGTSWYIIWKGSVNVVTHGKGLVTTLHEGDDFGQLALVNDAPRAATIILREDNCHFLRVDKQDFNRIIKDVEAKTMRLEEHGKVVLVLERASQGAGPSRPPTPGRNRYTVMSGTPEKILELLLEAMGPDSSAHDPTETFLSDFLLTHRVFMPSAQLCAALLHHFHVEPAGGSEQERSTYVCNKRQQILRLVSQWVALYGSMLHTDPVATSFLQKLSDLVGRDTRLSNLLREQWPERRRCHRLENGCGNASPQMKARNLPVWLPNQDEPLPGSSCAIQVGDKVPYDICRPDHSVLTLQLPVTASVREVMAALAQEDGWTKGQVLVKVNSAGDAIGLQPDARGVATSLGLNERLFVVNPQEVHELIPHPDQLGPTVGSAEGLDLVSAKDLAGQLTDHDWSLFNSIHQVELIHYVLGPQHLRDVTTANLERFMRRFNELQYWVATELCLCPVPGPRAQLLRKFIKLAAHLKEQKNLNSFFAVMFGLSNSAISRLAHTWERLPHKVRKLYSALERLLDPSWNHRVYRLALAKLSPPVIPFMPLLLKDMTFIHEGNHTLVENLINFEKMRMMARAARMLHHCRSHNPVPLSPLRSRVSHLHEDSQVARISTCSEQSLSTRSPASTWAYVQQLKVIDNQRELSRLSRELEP
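Compounds were pinned as a concentration titration into mixtures of EPAC1 (100 nM), BODIPY-GDP-loaded Rap1B (250 nM) and GDP (50 uM). After 5 min at room temperature, fluorescence was followed for 30 min; activity was scaled to 6.5 mM cAMP.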
HEK293 tox – cytotoxicity counter-screen for GLP-1 receptor inverse agonists. HEK293 cAMP-luciferase reporter cells, luminescence, 24 h. Potency, µM (highest dose often 38.3 µM), without a hit: top-dose activity change, negative = inhibition, hits mostly inhibitors. hit rate 0.13% among 410,000;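 also: loss of luciferase light is scored as toxicity; potency is read from the fitted curve at half-maximal effect; % is scaled to controls: 0 for no effect and ±100 for the full control effect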
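A 23 nL compound transfer followed 12 hours of cell culture at 37 deg C; exposure then lasted 24 hr. Luciferase assay detection reagent was dispensed and plates read for luminescence after a 12 min room-temperature wait.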
PI5P4K alpha inh – PI5P4K alpha (human) kinase inhibition | P48426 | PI5P4Kalpha enzyme, ADP-Glo luminescence, 60 min; hits give low values | AID 652105 | hit rate 1.2% among 330,000 | max response, %; active = max response of -50% or lower; inconclusive = between -30% and -50%; inactive = -30% or higher; also: value at the top dose of about 77 µM; % is scaled to controls: 0 for no effect and ±100 for the full control effect
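Single end-point luminescence (ADP-Glo) quantified ADP from PI5P4Kalpha turnover; ATP 5 microM final, 1 h at RT, 0.1% CHAPS and 0.28 mM EGTA in HEPES pH 7.4.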
GLP1R inv ag – acts as inverse agonist at human GLP-1 receptor | P43220 | HEK293 GLP-1R CRE-luciferase, luminescence, 24 h; GLP-1R form is constitutively active | Potency, µM (titrated, usually from 38.3 µM), for the others: at the highest dose activity change, negative = inhibition, usual class: inhibitors | hit rate 1.6% among 410,000 | AID 624417; also: potency is read from the fitted curve at half-maximal effect; % is scaled to controls: 0 for no effect and ±100 for the full control effect; nearly all actives have a fitted effect of over 55% in size
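Inverse agonists were sought by their lowering of basal cAMP reporter luciferase output in HEK293 cells stably carrying constitutively active human GLP-1R, after 24 h compound treatment.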
EPAC1 antagonist – blocks human EPAC1 exchange factor; O95398; EPAC1 GEF assay, Rap1b-BODIPY-GDP exchange fluorescence; Potency, µM (highest dose often 115 µM), for the others: at the highest dose activity change, negative = inhibition, usual class: inhibitors; hit rate 0.14% among 360,000;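 also: potency is read from the fitted curve at half-maximal effect; plate controls were vehicle for no effect and positive control for full effect; nearly all actives have a fitted effect of over 50% in size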
GLP-1R agonist – GLP-1 receptor (human) agonism | Potency, µM (titrated, usually from 45.6 µM), for inactives: at the highest dose activation, actives largely listed as activators | P43220 | AID 624172 | HEK293 GLP-1R CRE-luciferase, luminescence, 4-6 h; cells express a hypersensitive GLP-1R form | hit rate 0.007% among 380,000; also: potency is read from the fitted curve at half-maximal effect; % of control where 0% means no effect
PTHR1 ag – agonists of human PTHR1 parathyroid hormone receptor; HEK293 GP2 PTHR1 cells, GloSensor cAMP luminescence, 1 h; Q03431; Potency, µM (doses to about 115 µM), for inactives: at the top dose activation, usual class: activators; hit rate 0.075% among 410,000; also: potency is read from the fitted curve at half-maximal effect; nearly all actives have a fitted effect of over 55% in size; some results filed as inactive show a strong effect at the top dose; inactives centre near -15; many of its hits are not listed in these tables
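HEK-293-derived GP2 cells expressing PTHR1 and a GloSensor cAMP reporter, 3,000/well, plated overnight, given luciferin plus IBMX (each 0.5 mM as added) for 1 h at 37 °C, then compound for 1 h at 37 °C. Luminescence was read after 15 min at room temperature.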
PLK1 PBD block – PLK1 (human) polo-box domain binding inhibition | hit rate 2.8% among 360,000 | Potency, µM, for the others: max response, negative = inhibition, actives largely listed as inhibitors | Plk1 PBD binding of FITC phosphopeptide, fluorescence polarization | AID 720504; also: potency is read from the fitted curve at half-maximal effect; series mostly up to about 57 µM; % is scaled to controls: 0 for no effect and ±100 for the full control effect; nearly all actives have a fitted effect of over 65% in size
Active calls of the source: *; i = inactive; ? = inconclusive; . = not tested or not shown; [ ] = remark or other dose. Unless noted, calls follow the shape of the dose curve; as a rule, active = well fitted curve in the direction sought with a large enough effect; inconclusive = small, poorly fitted or top-dose-only effect, or another doubt; inactive = no such curve, though single readings can be large; an effect the other way counts as inactive or inconclusive. The list is partial. The share of hits here may be higher or lower than overall.

SMILES	IL2 activator	EPAC1 ag	HEK293 tox	PI5P4K alpha inh	GLP1R inv ag	EPAC1 antagonist	GLP-1R agonist	PTHR1 ag	PLK1 PBD block
Cc1oc2c(c1C(=O)NCc1ccccc1)CCCC2	-1.8	-1%	4%	.	0%	7%	-1%	i	0%
Cc1cccc(OCCCC(=O)Nc2nc3ccccc3[nH]2)c1	-1.4	4%	?	-4	20%	-15%	9%	-7%	-21%
Cc1cccnc1NC(=O)c1ccc(C(=O)c2ccccc2)cc1	0.6	3%	-5%	8	-21%	6%	-2%	-13%	3%
CCCCOn1c(C)c(C(C)=O)c2c3no[n+]([O-])c3ccc21	-3.2	-5%	3%	-2	15%	-6%	5%	-13%	2%
Cc1cccc(N/C(N)=N/c2nc3c(c(=O)[nH]2)CCCC3)c1	-1.6	-5%	1%	.	-5%	-5%	0%	-24%[57.5 µM]	-3%
Cc1cccnc1NC(=O)c1ccccc1-c1ccccc1C(=O)Nc1ncccc1C	-1.9	-4%	-4%	1	-5%	10%	-4%	i	0%
CC(C)NC(=O)NC(=O)COC(=O)c1ccccc1Oc1ccccc1	0.5	2%	-2%	-5	-24%	-9%	3%	-11%[57.5 µM]	-5%
CCC(=O)Nc1ccc(NC(=O)c2cccc3c(Br)cccc23)cc1	-0.3	-5%	4%	1	4%	?	-1%	i	-14%
O=Cc1ccc2noc(-c3ccc(Cl)cc3)c2c1	0.1	10%	1%	-24	5%	4%	1%	i	-8%
CCCCN1C(=O)C(=O)N(CC(=O)c2cc(C)n(-c3cc(C)on3)c2C)C1=O	0.0	6%	3%	-4	5%	-1%	-3%	i	-1%
COc1cccc(CC2(CO)CCCN(C/C=C/c3ccccc3OC)C2)c1 (stereo not given)	-1.7	7%	-5%	-1	?	-3%	3%	-7%	0%
COc1ccc(C(=O)Nc2nc3c(s2)CCCC3)cc1S(=O)(=O)N1CCCc2ccccc21	-0.8	5%	14%[1.53 µM]	-5	?	6%	-1%	-24%	10%
COc1ccc(NC(=S)N(Cc2cccnc2)Cc2ccco2)cc1	-1.2	3%	2%	2	-1%	-2%	2%	-6%	-7%
CC(=O)c1ccc(NC(=O)N[C@@H](CC(C)C)C(=O)O)cc1	-0.8	-6%	4%	12	10%	0%	2%	i	-3%
CCOC(=O)[C@H]1[C@H]2COc3ccc(Br)cc3[C@@H]2N2C(=O)c3ccc(Cl)cc3NC(=O)[C@@]12C	0.2	2%	-2%	-7	?	19%	3%	-30%[inhibitor]	1%
CCCCc1nnc(SC(C)C(=O)Nc2nccs2)n1C (stereo not given)	-2.2	5%	-7%	4	17%	-16%	-12%	-3%	-1%
Cc1nnc(C)n1/N=C/c1cccnc1	-1.2	0%	-10%	-3	2%	11%	-8%	i	-1%
CCOC(=O)N1CCN(C(=O)c2ccc(N(C)S(C)(=O)=O)cc2)CC1	-1.2	-4%	15%	-4	2%	7%	16%	i	-6%
CCOc1ccc(CCN2C(=S)N([C@@H](CC(C)C)CN3CCCC3CN3C(=S)NC[C@@H]3CC(C)C)C[C@@H]2Cc2ccccc2)cc1 (stereo not given in full)	-0.4	-6%	-7%	1	2%	-6%	-1%	-18%	-11%
CC1CCCN(S(=O)(=O)c2cc3c4c(c2)CCN4C(=O)CC3)C1 (stereo not given)	1.1	5%	1%	-6	39%[activator]	-15%	14%	i	-7%

Part of the list above in order of count of non-hydrogen atoms, high to low.
SMILES	IL2 activator	EPAC1 ag	HEK293 tox	PI5P4K alpha inh	GLP1R inv ag	EPAC1 antagonist	GLP-1R agonist	PTHR1 ag	PLK1 PBD block
CCOC(=O)N1CCN(C(=O)c2ccc(N(C)S(C)(=O)=O)cc2)CC1	-1.2	-4%	15%	-4	2%	7%	16%	i	-6%
CC1CCCN(S(=O)(=O)c2cc3c4c(c2)CCN4C(=O)CC3)C1 (stereo not given)	1.1	5%	1%	-6	39%[activator]	-15%	14%	i	-7%
Cc1cccc(N/C(N)=N/c2nc3c(c(=O)[nH]2)CCCC3)c1	-1.6	-5%	1%	.	-5%	-5%	0%	-24%[57.5 µM]	-3%

(cont.)
SMILES	IL2 activator	EPAC1 ag	HEK293 tox	PI5P4K alpha inh	GLP1R inv ag	EPAC1 antagonist	GLP-1R agonist	PTHR1 ag	PLK1 PBD block
CCN(Cc1ccc(OC)c(F)c1)C(C)C(=O)Nc1ccc(S(=O)(=O)N2CCCC2)cc1 (stereo not given)	-0.5	6%	3%	3	?	-5%	9%	i	-2%
COc1cc(Cl)c(S(=O)(=O)NCc2cccnc2)cc1Cl	-2.4	0%	-20%	.	14%	5%	1%	i	-7%
Cc1cccc2cc(CN(CCN3CCOCC3)C(=O)Nc3ccccc3F)c(=O)[nH]c12	-2.5	7%	6%	-1	37%[activator]	-8%	5%	-8%	-10%
COc1ccc(NC(=O)COc2ccccc2Cc2ccccc2)cn1	-3.8	16%	-10%	-1	?	-22%	-1%	-13%	0%
CCOc1cc(/C=C2/N=C(c3ccc(C(C)(C)C)cc3)OC2=O)cc(Cl)c1OS(C)(=O)=O	-2.2	4%	1%	.	11%	4%	-11%	-17%[57.5 µM]	-12%
CC/C(=N\NC(=O)c1nnn(-c2nonc2N)c1CN(C)c1ccccc1)c1ccccc1	-0.2	-3%	6%	-2	18%	-7%	-1%	i	2%
Cc1ccccc1N1CC(C(=O)Nc2ccncc2)CC1=O (stereo not given)	-0.2	6%	-16%	2	0%	-7%	10%	-12%	-3%
CCCn1ncc(OC)c(Cl)c1=O	-1.0	12%	-19%	.	26%	-1%	-13%	-28%[57.5 µM]	-3%
CC(=O)c1ccc(NC(=O)CN2CCC(NC(=O)c3ccccc3C)CC2)cc1	-0.3	3%	16%	-10	9%	4%	9%	-33%	8%
COc1ccccc1OCCn1c(C)c(C=O)c2ccccc21	-2.9	-10%	20%	-8	?	-4%	-3%	-53%[inhibitor]	1%
CSc1ccccc1C(=O)C1CCCN(Cc2cnn(-c3ccccc3)c2)C1 (stereo not given)	-3.7	1%	-16%	15	?	-5%	7%	-11%	-4%
CC(OC(=O)CN1C(=O)c2ccccc2C1=O)C(=O)NC1CCCCC1C (stereo not given)	0.1	-9%	6%	5	7%	-25%	4%	-1%	-21%
CCOC(=O)c1ccc2[nH]c3c(c2c1)CCCCC3=O	-0.7	2%	36%[activator]	.	177%[activator]	-4%	27%	i	-8%
COc1ccc(C2NN=C(c3c[nH]c4ccccc34)C2O)cc1 (stereo not given)	2.4	1%	-18%	-23	?	-5%	6%	-17%	-25%
S=C1NC2=C(CCC/C2=C\c2ccc(Cl)cc2)C(c2ccc(Cl)cc2)N1 (stereo not given)	-0.8	-8%	-26%	-14	7.9µM*	13%	-1%	-49%[inhibitor]	?
O=C(COC(=O)c1cccc(S(=O)(=O)N2CCc3ccccc32)c1)Nc1ncc(Cl)cc1Cl	4.1	11%	11%	-9	0%	8%	4%	-41%[inhibitor]	?
CSc1nc(C)cc(Oc2ccccc2)n1	1.9	2%	9%	8	4%	1%	21%	i	-14%
CCn1c(SCC(=O)N2CCN(c3ccc(F)cc3)CC2)nc2ccccc2c1=O	-0.2	-2%	19%	6	-2%	6%	-7%	-4%[57.5 µM]	-19%
Cc1nc(CN(C)C(=O)CC2C(=O)NCCN2Cc2ccc(F)cc2)cs1 (stereo not given)	-1.2	3%	10%	-3	12%	3%	-3%	-8%	-9%
Cc1ccc(-c2csc(NC(=O)Cc3ccc(F)cc3)n2)o1	-2.7	5%	19%	-56*	?	2%	3%	-20%	24µM*
O=C1CC(/C=C/c2ccc([N+](=O)[O-])cc2)=Nc2ccccc2N1	-1.6	-10%	-22%	?	10%	9%	4%	-24%	?
O=C(CSc1nc(O)cc(=O)[nH]1)N1c2ccccc2Sc2ccccc21	0.1	9%	0%	1	?	-13%	6%	-11%	-11%
COc1cc(C2CC(=O)C=C(O)C2)cc(OC)c1OC (stereo not given)	1.1	3%	29%	1	7%	-3%	0%	-12%	-9%
COc1ccc(Cl)cc1NS(=O)(=O)c1ccc2c(c1)NC(=O)CCS2	-0.3	-4%	6%	1	-21%	-14%	-1%	-19%	-6%
CCOC(=O)[C@H]1[C@H]2COc3ccccc3[C@@H]2N2C(=O)[C@@H](C)NC(=O)[C@@]12C	2.1	0%	9%	-1	19%	2%	5%	-19%	-7%
Cc1cccc2sc(NC(=O)c3cccc(S(=O)(=O)N4CCc5ccccc54)c3)nc12	-1.8	7%	-8%	0	10%	-3%	0%	i	-2%
Cc1nc(SCC(=O)NC2CCCCC2)[nH]c(=O)c1C	3.1	2%	0%	-5	18%	2%	2%	-1%	-7%
COc1ccccc1N1CCN(CC(=O)Nc2nc(C)c(C(=O)N(C)C)s2)CC1	-0.1	3%	-7%	-1	8%	-16%	-4%	i	-18%
[O-]/[N+](=C/c1ccc(F)cc1)c1ccc(Cl)cc1	-0.3	5%	0%	-10	16%	8%	-12%	-3%[57.5 µM]	?
CC(=O)Nc1ccc(NC(=O)Cc2ccc(S(=O)(=O)N3CCCCC3)cc2)cc1	-2.9	-6%	18%	1	-8%	1%	5%	-13%	-3%
COc1ccccc1CNC(=O)Cn1cc(Br)ccc1=O	1.8	5%	-12%	6	20%	8%	6%	-2%	-5%
CCOc1nc2c(c(=O)n(C)c(=O)n2C)n1Cc1ccccc1Cl	3.5	0%	-4%	.	-1%	5%	-7%	-42%[inhibitor][57.5 µM]	-7%
CC(C)Cc1cc(C(=O)O)c2ccccc2n1	-1.1	4%	0%	.	2%	15%	-14%	i	-4%
CCOC(=O)N1CCN(S(=O)(=O)c2ccc3c(c2)CCN3C(=O)C2CC2)CC1	-2.7	4%	-10%	-4	50%[activator]	8%	7%	-20%[57.5 µM]	1%
Cc1ccc(CNC(=O)C(NS(=O)(=O)c2cccc3nsnc23)C(C)C)cc1 (stereo not given)	-3.4	7%	10%	3	-13%	6%	-5%	i	-20%
Nc1scc(-c2ccncc2)c1Cl	0.2	2%	6%	0	-30%	2%	8%	-9%[57.5 µM]	-4%
COc1cccc(Oc2cnc(N)nc2-c2ccc(OC)cc2O)c1	-2.6	13%	-26%	.	0%	8%	21%	i	1%

Bioassay records from PubChem.
